Screening data as filed in PubChem BioAssay.
p97 inhibitor = inhibitors of human p97 ATPase, primary screen, biochemical. Transitional endoplasmic reticulum ATPase (Homo sapiens), P55072. recombinant p97 ATPase, Kinase-Glo ATP luminescence, 3 h. inhibition, % at 8 µM. 220,000 tested, 0.42% active; in the data active means inhibition above about 15%;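 further: 0% = DMSO vehicle and 100% = wells lacking enzyme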
Target sequence (P55072 whole entry, looked up): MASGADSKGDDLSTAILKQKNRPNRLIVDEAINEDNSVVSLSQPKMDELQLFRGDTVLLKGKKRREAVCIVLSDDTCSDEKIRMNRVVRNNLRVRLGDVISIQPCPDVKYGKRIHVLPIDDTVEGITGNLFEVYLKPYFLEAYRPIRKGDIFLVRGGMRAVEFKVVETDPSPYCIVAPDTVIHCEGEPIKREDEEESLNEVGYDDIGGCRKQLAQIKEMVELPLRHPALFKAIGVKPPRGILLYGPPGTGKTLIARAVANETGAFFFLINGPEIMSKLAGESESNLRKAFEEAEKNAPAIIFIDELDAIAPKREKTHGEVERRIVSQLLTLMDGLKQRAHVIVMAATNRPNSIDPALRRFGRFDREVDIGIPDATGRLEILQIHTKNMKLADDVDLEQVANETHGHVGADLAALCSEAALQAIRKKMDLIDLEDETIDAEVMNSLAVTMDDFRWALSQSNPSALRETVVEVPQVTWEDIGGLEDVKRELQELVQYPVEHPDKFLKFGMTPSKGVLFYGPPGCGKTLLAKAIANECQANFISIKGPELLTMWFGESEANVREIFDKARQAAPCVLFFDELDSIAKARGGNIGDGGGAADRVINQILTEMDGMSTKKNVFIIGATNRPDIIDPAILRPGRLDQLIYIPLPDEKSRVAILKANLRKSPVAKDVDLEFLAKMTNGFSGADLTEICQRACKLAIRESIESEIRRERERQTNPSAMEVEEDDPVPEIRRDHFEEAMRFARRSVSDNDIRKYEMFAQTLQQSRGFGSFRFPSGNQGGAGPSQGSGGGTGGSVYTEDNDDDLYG
NCF1 inh = p47phox/p22phox peptide binding inhibitors, primary screen, biochemical, uHTS, NADPH oxidase regulatory subunit; fluorescence polarization, 2 h; inhibition, % at 24.7 µM; 220,000 tested, 0.53% active; Neutrophil cytosol factor 1 (Homo sapiens), P14598; AID 1274, 2008;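 active means inhibition above about 30%, limit read from the data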;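 further: 0% = p47phox with labelled peptide and 100% = labelled peptide alone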
EP2 antag = human EP2 receptor antagonists, primary screen, TR-FRET cAMP, C6 glioma cells. C6 glioma cells expressing human EP2; cells stimulated with saturating PGE2. inhibition, % at 25 µM. 260,000 tested, 0.52% active. AID 1422, 2008;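 active means percent inhibition above 40 after rounding to a whole number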;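 further: rat C6 glioma host cells with rolipram phosphodiesterase inhibitor present; the protocol text gives 20 µM as final concentration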
Ba/F3 V617F tox = reduced viability of JAK2V617F-dependent Ba/F3 cells, primary screen, JAK2V617F inhibitor project, cell-based, Ba/F3 EpoR-JAK2V617F, luminescence; ATP luminescence; inhibition, % at 5.6 µM; 220,000 tested, 1.1% active; AID 1446, 2008;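 active means inhibition above the campaign mean plus 3 SD over all tested compounds, cut at about 24% in these data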;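 further: cytokine-independent growth of Ba/F3 cells driven by EpoR plus mutant JAK2; 0% = DMSO-treated cells and 100% = JAK inhibitor I control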
TbHK1 inh = Trypanosoma brucei hexokinase 1 inhibitors, primary screen, biochemical, G6PDH-coupled NADH absorbance, MLSCN library; hexokinase 1 [Trypanosoma brucei]; recombinant TbHK1, G6PDH-coupled NADH A340; inhibition, % at 10 µM; 220,000 tested, 0.11% active;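 active means inhibition of 50% or more in the single-dose primary screen; inactive means inhibition below 50%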
RBBP9 inhibitor = human RBBP9 inhibitors, primary screen, biochemical, fluorescence polarization, FP-Rh probe, HTS; Serine hydrolase RBBP9 (Homo sapiens), O75884; recombinant RBBP9; inhibition, % at 7.94 µM; 220,000 tested, 0.2% active; AID 1515, 2009;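 active means inhibition above the campaign mean of all tested compounds plus 3 SD, cut at about 14% in these data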;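 further: plate controls were DMSO wells with RBBP9 for no effect and wells lacking RBBP9 protein for full effect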
Target sequence (O75884 whole entry, looked up): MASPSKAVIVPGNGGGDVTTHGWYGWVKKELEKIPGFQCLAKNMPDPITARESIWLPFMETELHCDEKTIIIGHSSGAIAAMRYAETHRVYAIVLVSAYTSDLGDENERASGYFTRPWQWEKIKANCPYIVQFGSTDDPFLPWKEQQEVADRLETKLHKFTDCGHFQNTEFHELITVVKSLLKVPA
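System: RBBP9 protein / Quantity: 2.5 µM RBBP9 dispensing solution, before mixing / Also added: Serine-hydrolase probe FP-Rh, 375 nM pre-mixing / Dosing: 7.94 µM single dose, 0.794% DMSO / Timing: enzyme-compound preincubation 30 min, then probe labeling 45 min, 25 °C / Signal: FP readout at 525/598 nm / Controls: DMSO-treated enzyme wells and wells lacking RBBP9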
BaF3 parental = parental Ba/F3 cell viability inhibition, counter-screen for JAK2V617F inhibitor project, murine pro-B, CellTiter-Glo luminescence | inhibition, % at 5.6 µM | 220,000 tested, 1.1% active | CellTiter-Glo ATP luminescence | AID 1486, 2009;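 active means inhibition above a per-campaign cutoff, the mean inhibition of all tested compounds plus 3 SD, cut at about 27% in these data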;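 further: 0% = DMSO wells and 100% = JAK Inhibitor I control wells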
Furin inhibitor = human furin inhibitors, primary screen, biochemical, fluorescence intensity | P09958 | purified furin, fluorogenic substrate cleavage | inhibition, % at 30 µM | 220,000 tested, 0.061% active; in the data active means inhibition above about 25%; further: inactives centre near -15
PPC-1+TRAIL kill = compounds killing PPC-1 cancer cells with TRAIL present, primary screen, TRAIL potentiator project, ATPLite luminescence, uHTS. PPC-1 cells + TRAIL, ATPLite viability luminescence. cell killing (% activity), % at 4 µM. 220,000 tested, 0.41% active. AID 1443, 2008;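 active means cell killing above 50% in the first pass at 4 µM, then a duplicate retest at 5 µM averaging 50% or more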;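 further: plate controls were cells with TRAIL plus DMSO for no effect and medium-only wells lacking cells for full effect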
Numbers without * were called inactive; x = not tested or not shown; & = joins results of further samples; [ ] = another dose, or the depositor's remark.

Preview, 3 compounds:
SMILES	p97 inhibitor	NCF1 inh	EP2 antag	Ba/F3 V617F tox	TbHK1 inh	RBBP9 inhibitor	BaF3 parental	Furin inhibitor	PPC-1+TRAIL kill
O=C(COc1cc(Cl)c(Cl)cc1Cl)NCCc1ccccn1	-5	-3	7	3	0	-3	0	-13	14
O=C(Nc1nc2nc(-c3ccccc3)cc(-c3ccccc3)n2n1)c1ccco1	-6	-21	27	3	-16	-6	5	-20	-11
COc1ccc(NC(=O)CC2(CC(=O)O)CCCC2)cn1	4	-2	5	0	-1	5	7	-34	19

The list itself, from the first entry:
SMILES	p97 inhibitor	NCF1 inh	EP2 antag	Ba/F3 V617F tox	TbHK1 inh	RBBP9 inhibitor	BaF3 parental	Furin inhibitor	PPC-1+TRAIL kill
O=C(COc1cc(Cl)c(Cl)cc1Cl)NCCc1ccccn1	-5	-3	7	3	0	-3	0	-13	14
O=C(Nc1nc2nc(-c3ccccc3)cc(-c3ccccc3)n2n1)c1ccco1	-6	-21	27	3	-16	-6	5	-20	-11
COc1ccc(NC(=O)CC2(CC(=O)O)CCCC2)cn1	4	-2	5	0	-1	5	7	-34	19
O=C(NC(=S)Nc1ccc(N2CCOCC2)cc1)c1cccs1	5	-6	0	-2	-2	-7	1	-32	18
COC(=O)c1sc2cc(C(F)(F)F)cnc2c1-c1cccnc1	0	-7	5	-1	-7	-10	4	-11[20 µM]	22
CCCCCCCN1C=CC(=O)CC1	x	-14	18	x	-42	x	x	4	14
COc1cccc(C(=O)N(Cc2nc(-c3cccc(C)c3)no2)C(C)C)c1OC	-5	-2	7	-4	-6	-9	5	-6[20 µM]	9
O=C(CSc1nc(C2CC2)nc2ccccc12)N1c2ccccc2Sc2ccccc21	2	-37	x	-1	-7	-13	8	12[20 µM]	13
COc1ccc2oc(=O)c(/C(C)=N/Nc3ccccc3)cc2c1	-2	-42	2	1	-6	-4	5	-9	11
CC(=O)Oc1c(Sc2ccccc2[N+](=O)[O-])c(C)nn1C(C)(C)C	4	-15	7	0	-5	-4	-1	-9	22
O=C(CCC1CCCN(C(=O)c2ccc3cc[nH]c3c2)C1)NCc1ccc(F)c(F)c1 (stereo not given)	4	-1	15	-1	5	1	9	-28	8
CN(C)S(=O)(=O)c1cccc(NC(=S)Nc2ccc(Cl)cc2Cl)c1	3	-7	5	0	7	-7	4	-13[20 µM]	14
O=C(CSc1nnc(COc2ccc3c(c2)CCCC3)o1)Nc1ccc(F)cc1	4	-5	1	0	5	-4	-1	-14	11
COc1ccc2[nH]c(=O)c3c(c2c1)OC(C)(C)C=C3	-4	-7	10	-2	-21	-7	-3	-17	8
Cc1ccc2nc3c(nc2c1)-c1ccccc1C3=O	2	-20	1	-2	-7	2	5	-9[20 µM]	29
COc1ccc(-n2ccc(-c3nn(-c4cccc(C(F)(F)F)c4)ccc3=O)n2)cc1	2	-9	11	2	-10	-7	11	-22[20 µM]	5
COc1ccc(/C=C/C(=O)NC2CCCCCC2)cc1S(=O)(=O)N1CCOCC1	-1	13	6	-3	29	-1	4	-10	-3
COc1ccc(OCCSc2nc(N)cc(N)n2)cc1	5	-18	11	-2	0	-6	3	-17[20 µM]	8
C=CCC1Cc2c(Br)cccc2C(CC=C)N1 (stereo not given)	-7	-11	17	4	4	-11	8	2	14
Cc1cccc(-c2n[nH]c(=S)n2C)c1	-5	-1	3	5	7	-9	3	-18	-1
CCn1c(CC(=O)Nc2ccccc2)n[nH]c1=S	-1	-7	10&11	0	3	-3	0	-10	25
CC(=Nc1ccccc1)c1sc2ccccc2c1O	3	-10	22	-1	-8	2	1	-8[20 µM]	30
Cc1ccc(S(=O)(=O)c2nc(S(C)(=O)=O)sc2NCC2CCCO2)cc1 (stereo not given)	-2	-11	11	3	-12	-1	7	-17	5
O=C(O)c1cccc(Nc2ncnc3sccc23)c1	4	-9	6	-1	4	-1	3	-2	12
Nc1ccccc1SC1CC(=O)N(Cc2ccccc2)C1=O (stereo not given)	-2	-6	8	0	1	-1	7	-19	-13
CCOC(=O)c1cc2cc(F)ccc2nc1C	3	6	26	-6	-1	-8	0	-10	8
CCOC(=O)N1CCC2(CC1)CC(=O)c1c(ccc3oc(C(=O)O)c(C)c13)O2	2	-4	2	0	-14	-3	6	-14	11
COc1cc(-c2nn3c(COc4ccccc4)nnc3s2)cc(OC)c1OC	2	-6	4	0	2	-6	6	-26	10
COC(=O)c1ccc(CSc2nnc(NC(=O)C3CC(=O)N(Cc4ccc(C)cc4)C3)s2)cc1 (stereo not given)	-6	-37	10	2	-1	-8	7	-8	9
COc1ccccc1OCC(=O)N(Cc1nc(-c2ccccc2)no1)C1CCCCC1	1	-18	7	-2	3	-8	3	-16[20 µM]	24
CC(C)CC(COCc1ccc(F)cc1)N1CCN(C(=O)c2cccc(C(F)(F)F)c2)CCC1=O (stereo not given)	0	-3	0	1	-6	-10	2	-8	8
CC(=O)C1=NN(c2ccccc2)C(c2ccc3c(c2)OCO3)N1c1ccc(N2CCOCC2)cc1 (stereo not given)	-2	-10	6	1	-12	-7	0	0	2
Cc1ccc2nc(SC(C)C(=O)N3CC(C)OC(C)C3)[nH]c2c1 (stereo not given)	-1	-10	4	3	-8	9	9	-17	-7
Cc1c(C(=O)Nc2ccc(N3CCOCC3)cc2)cccc1[N+](=O)[O-]	3	-5	7	1	-1	2	7	-12	10
CN(Cc1cn(C)nc1-c1ccccc1F)CC1CCN(Cc2ccccc2)CC1	3	-12	10	0	-9	3	3	-16	-4
O=C(NCCCn1ccnc1)C(=O)NCc1ccccc1	2	-3	9	-4	-2	1	1	9[20 µM]	7
CCCCC(=O)N/N=C/c1ccc(Sc2cccc3cccnc23)o1	3	-22	12	0	-22	-2	2	-3[20 µM]	5
CN(C)S(=O)(=O)c1ccc(Cl)c(NC(=O)COC(=O)/C=C/c2cnc3ccccc3n2)c1	0	-18	9	2	3	-13	1	-25	6
CCOC(=O)c1[nH]c2ccc(C)cc2c1N=C(C)N(C)C	3	-14	34	-4	-9	-2	1	-21[20 µM]	34
O=C(OC(C(=O)NC1CCCC1)c1ccccn1)c1cccs1 (stereo not given)	4	0	8	-3	7	-8	-2	-12[20 µM]	9

2 compounds drawn at random from the list so far, as already listed:
SMILES	p97 inhibitor	NCF1 inh	EP2 antag	Ba/F3 V617F tox	TbHK1 inh	RBBP9 inhibitor	BaF3 parental	Furin inhibitor	PPC-1+TRAIL kill
Cc1c(C(=O)Nc2ccc(N3CCOCC3)cc2)cccc1[N+](=O)[O-]	3	-5	7	1	-1	2	7	-12	10
CC(C)CC(COCc1ccc(F)cc1)N1CCN(C(=O)c2cccc(C(F)(F)F)c2)CCC1=O (stereo not given)	0	-3	0	1	-6	-10	2	-8	8

Other entries.
SMILES	p97 inhibitor	NCF1 inh	EP2 antag	Ba/F3 V617F tox	TbHK1 inh	RBBP9 inhibitor	BaF3 parental	Furin inhibitor	PPC-1+TRAIL kill
COc1ccc(NC(=O)CSc2nnc(C)n2Cc2ccccc2)cc1	1	-2	7	-2	1	-7	-1	7[20 µM]	33
CCOC(=O)C1(Cc2ccccc2C(F)(F)F)CCN(CC2CC2)CC1	-6	14	11	3	15	-11	9	-9	0
CCN1CCc2c(OCC(=O)Nc3ccc4c(c3)OCCO4)cccc2C1=O	-2	2	2	3	5	-8	1	-7	-11
COc1cc(C(=S)N2CCCC2)cc(Cl)c1O	4	-4	4	-2	-7	2	5	-8[20 µM]	14
CC(Sc1nc(-c2ccccc2)nc2c1COC(C)(C)C2)C(=O)N1CCOCC1 (stereo not given)	1	-6	7	0	-15	-1	6	-19[20 µM]	-3
Cc1ccc(-c2[nH]c(-c3ccc(C(=O)O)cc3)nc2-c2ccccc2)cc1	-2	-28	11	6	15	-7	9	-68	24
O=C(CSc1nnc(SCc2ccc(Cl)cc2)s1)N/N=C/c1ccc(Cl)cc1Cl	2	-5	8	-1	2	1	6	-7	x
O=C1CC(=O)CC(c2ccco2)C1	-1	-2	10	2	6	-4	2	-19	-13
COc1ccc(CCN2CC34C=CC(O3)C(C(=O)NCc3ccccc3Cl)C4C2=O)cc1OC (stereo not given)	2	3	9	1	-9	-6	8	-17[20 µM]	2
COc1ccc(NC(=O)c2cccnc2N2CCCC2)cc1	3	-2	6	-4	-8	7	3	-23[20 µM]	-2
O=C(CCS(=O)(=O)c1ccccc1Cl)NCc1ccc(F)cc1	-5	-7	8	1	-4	-5	-3	-21	6
Cc1oc(-c2ccccc2)nc1C(=O)OCC(=O)NC(=O)NCC(C)C	-3	-13	6	1	-3	-2	1	2	6
Cc1ccc(C(C(=O)NC2CCCCC2)N(Cc2cccnc2)C(=O)C2COc3ccccc3O2)o1 (stereo not given)	4	-9	14	-1	-1	1	9	-18	20
COC(=O)C1=C(N)c2c(F)cccc2C1(C#N)c1ccc(F)cc1 (stereo not given)	0	-6	15	-1	-14	1	4	-26[20 µM]	-1
Cc1ccc(Nc2nc(-c3sc(NC(=O)c4ccco4)nc3C)cs2)cc1	5	-60	4	-2	-16	-6	3	-4[20 µM]	10
COc1cc2ncnc(NCc3ccco3)c2cc1OC	1	1	5	0	-6	1	2	-7	5
O=C(Cc1cccs1)N(c1ccc(Br)cc1)C1C=CS(=O)(=O)C1 (stereo not given)	0	1	8	-1	-1	-6	8	-28	20
O=C(CSc1cccc[n+]1[O-])c1cc(Cl)ccc1Cl	2	2	1	1	-2	-5	9	-31	22
O=C(c1cncc(Br)c1)N1CCN(c2ccc(N3CCOCC3)nn2)CC1	5	-1	9	-2	-4	-2	10	-29	14
CC1CCC2(CC1)NC(=O)N(Cc1cc(=O)n3ccsc3n1)C2=O (stereo not given)	9	1	12	0	-6	-1	2	3	-14
CCOc1cc([N+](=O)[O-])cc(/C=C2/NC(=O)N(Cc3ccccc3F)C2=O)c1O	6	-4	6	1	-8	-4	5	-21	2
CC(=O)c1cc(C#N)c(N2CCCC2)nc1C	1	-2	12	1	-15	6	7	-27	12
CCOC(=O)CCc1c(C)nc2cc(-c3ccc(F)cc3)[nH]n2c1=O	-6	x	15	4	2	-2	5	-7[20 µM]	-7
O=C(CSc1nc2ccc(Cl)cc2[nH]1)c1c[nH]c2ccccc12	0	-63	15	3	-6	-25	4	-20	18
Cc1nn2c(C(F)(F)F)c3c(nc2c1-c1ccccc1)CCC3	6	-11	7	-2	-7	-4	3	-33	1
CCOC(=O)c1c(C)n(C)c2ccc(OC)c(NC(=O)CN3CCC(C(=O)OCC)CC3)c12	1	1	18	-4	0	-4	6	-12	3
CC(C)CN(Cc1cc(=O)oc2cc(-c3ccccc3)c(O)cc12)CC(C)C	1	-39	11	0	-14	-13	0	-23	14
Cc1ccc(NC(=O)COC(=O)Cc2csc(-c3cccc(F)c3)n2)cc1C	-7	-8	1	0	34	-7	6	-8	23
O=C1c2cccnc2C(=O)N1C1CCCCC1	-4	-13	6	2	-4	-6	-1	-19	26
CCOc1cccc(NC(=O)CC#N)c1	4	-5	13	-4	-6	9	0	-10[20 µM]	13
Cc1ccccc1Nc1nc(N)nc(COC(=O)c2ccccc2)n1	1	-12	5	-1	-1	-8	3	-20	-11
CS(=O)(=O)NCc1nnc(SCc2ccccc2C(F)(F)F)o1	0	-13	12	-3	3	2	0	-15	8

Not all compounds are listed; count on the stated rates, not on these rows.
